Screening results (PubChem BioAssay)
NCI-60 one-dose screen, 48 h, at 10 µM unless noted. Numbers give growth in % (100 = growth as untreated, 0 = no growth, -100 = all killed).
SK-MEL-5: SK-MEL-5 melanoma; AID 1794755; 80,000 tested, 6.4% active
M14: M14 melanoma | 80,000 tested, 6.2% active | AID 1794745
HOP-92: HOP-92 NSCLC cells; 71,000 tested, 6.3% active; AID 1794738
SK-MEL-28: SK-MEL-28 melanoma; 81,000 tested, 4.1% active
CCRF-CEM: CCRF-CEM leukemia; 77,000 tested, 7% active
A549/ATCC: A549/ATCC NSCLC; 81,000 tested, 3.7% active
EKVX: EKVX NSCLC; 71,000 tested, 3% active
HOP-62: HOP-62 NSCLC. AID 1794735. 80,000 tested, 3.9% active
* marks the source's active call; other numbers are inactive results; nt = no result given; & = joins results of further samples. The calls were made as follows: active = growth percent below 10; inactive = the rest.

SMILES	SK-MEL-5	M14	HOP-92	SK-MEL-28	CCRF-CEM	A549/ATCC	EKVX	HOP-62
CC(C)(C)c1[nH]nc(Nc2ccccc2)c1C#N	95	113	96	100	92	90	96	98
Cn1ccc(=O)n(C)c1=O	nt	112	nt	105	101	93	nt	126
CC(C(CC(=O)c1ccccc1)c1ccccc1)[N+](=O)[O-] (stereo unspecified)	108	117	94	122	106	111	nt	95
COc1cc(C2N(c3cc(Cl)cc(Cl)c3)NC(=O)[C@@H]3CCCN23)cc(OC)c1OC (stereo partly specified)	110	101	103	109	105	101	94	98
Nc1ncc(Br)cn1	106	108	90	110	95	97	106	103
O=C(NO)c1ccc(NCc2csc3ccccc23)cc1	74	59	72	91	45	70	70	65
O=C(O)CN1C(=O)CCC1=O	103	111	97	107	nt	98	95	97
Nc1ccc(CCc2ccncc2)cc1	99	106	111	104	nt	97	108	102
CC[C@]12C=CCN3CC[C@@]4(c5cc(NC(=O)CCC(=O)O[C@H]6CC[C@H]7[C@@H]8CCC9=CC(=O)CC[C@@H]9[C@H]8CC[C@]67C)c(OC)cc5N(C)[C@H]4[C@@](O)(C(=O)OC)[C@@H]1OC(C)=O)[C@@H]32	44	77	65	92	63	74	73	89
COc1ccc(/C=c2\c(=O)n(-c3ccccc3)c3nnc(NN)n23)cc1	95	105	93	113	99	108	96	102
Nc1ncc(C#Cc2cncc(NC(=O)c3cccc(C(F)(F)F)c3)c2)c2cccnc12	34	18	66	34	49	32	82	53
O=[N+]([O-])c1ccc(S(=O)(=O)NN=C2CCCCC2)cc1	105	106	97	110	nt	94	104	99
NS(=O)(=O)c1ccc(CCn2c(SCC(=O)c3ccc(Cl)cc3)nc3ccccc3c2=O)cc1	104	104	109	113	98	103	99	96
CCOC(=O)c1c(C)oc(=O)c(CC)c1O	99	107	93	111	103	99	nt	100
Cc1cc(O)cc(C)c1O	112	108	118	119	50	113	117	103
CCC(=O)CC(C)(C)C	100	98	75	98	104	100	nt	106
CCOc1ccc(N2C(=O)CCSC2=S)cc1	99	102	89	108	108	106	96	118
N=C(N)c1ccc(-c2ccc(-c3cccs3)o2)cc1	45	-27*	nt	48	20	45	nt	65
COc1ccc(-n2c(NC(=O)C3CC3)c(C#N)c3ccccc32)cc1	45	90	78	82	83	78	51	76
O=c1nc(/C=C/c2ccc(Br)cc2)oc2ccccc12	95	87	63	103	86	87	nt	91
OCC1OC(O)CC(O)C1O (stereo unspecified)	105	105	101	114	104	108	132	108
O=C1/C(=C/c2cc(F)cc(F)c2)Cc2cc3c(cc21)OCO3	24	20	63	58	56	60	74	58
CC(C)OC(=O)[C@H](C)NP(=O)(OC[C@H]1O[C@@H](n2cnc3sc4c(=O)[nH]c(N)nc4c32)C(F)(F)[C@@H]1O)Oc1ccccc1 (stereo partly specified)	98	97	131	104	nt	89	102	96
N#Cc1nc(/C=C2\SC(=S)N(Cc3ccccc3)C2=O)cs1	100	84	91	98	14	101	94	102
c1cc2c(ccc3[nH]c(-c4ccc5[nH]ncc5c4)c4c(c32)CCCC4)n1	62	62	40	67	14	32	63	42
CCOC(=O)c1cccc(NC2=C(Cl)C(=O)C(C)=C(C)C2=O)c1	100	100	54	110	14	102	74	103
Cc1cc(C)c(Cn2c(=O)[nH][nH]c2=O)cc1Cn1c(=O)[nH][nH]c1=O	103	101	78	117	90	100	nt	95
Clc1ccc(/C=C/c2nc(Nc3ccc(Cl)cc3)c3ccccc3n2)cc1	97	nt	107	117	102	102	91	120
CC(C)CCC[C@@H](C)[C@H]1CC[C@H]2[C@@H]3CC=C4c5sc(Nc6ccccc6[N+](=O)[O-])nc5CC[C@]4(C)[C@H]3CC[C@]12C	110	98	101	112	104	101	95	98
CCOC(Cn1cc([N+](=O)[O-])c(=O)[nH]c1=O)OCC	109	94	104	102	112	97	106	98
C[C@@H]1N=C(c2ccc3ccccc3n2)Nc2nc3ccccn3c2C1=O	94	105	97	112	115	105	78	75
N#C/C(=C\c1cccnc1)c1ccc(Br)cc1	93&88	117&111	nt	124&96	100&88	87&89	68&86	124&115
CC(C)OC(=O)Oc1ccccc1OC(=O)OC(C)C	103	101	nt	117	93	100	nt	105
COc1cc(Nc2nc3ccccc3cc2C(=O)Nc2ccc(F)c(F)c2)cc(OC)c1OC	14	24	1.0*	36	25	23	30	46
Cc1ccc(C(=O)c2ccc(CC(=O)N=Nc3c(O)[nH]c4ccccc34)n2C)cc1	95	94	81	102	94	89	76	84
O=c1c2cc3c(=O)n(-c4ccccc4)c(=O)c3cc2c(=O)n1-c1ccccc1	101	84	nt	113	nt	104	nt	97
C=C(C[n+]1ccccc1)[C@@H]1CC[C@]2(C(=O)OC)CC[C@]3(C)[C@H](CC[C@@H]4[C@@]5(C)CC[C@H](O)C(C)(C)[C@@H]5CC[C@]43C)[C@@H]12	96	102	83	108	99	105	104	93
CCN1CCN(C(=O)[C@]23CC[C@@H](C)[C@H](C)[C@H]2C2=CC[C@@H]4[C@@]5(C)C/C(=C/c6cccc([N+](=O)[O-])c6)C(=O)C(C)(C)[C@@H]5CC[C@@]4(C)[C@]2(C)CC3)CC1	91	86	58	96	79	89	91	90
CCOC(=O)c1cc2c(n1Cc1ccccc1OC)-c1oncc1CCC2	6.6*	35	57	45	8.2*	37	nt	45
Cc1ccccc1N=Nc1ccc(N=Nc2ccc(O)cc2O)c(C)c1	102	96	90	102	97	90	93	93
COc1ccc(C=C2C(=O)OC(C)(C)OC2=O)cc1	97	97	93	108	100	84	98	86
N#Cc1c(NC(=O)Nc2ccccc2Br)sc2c1CCCCC2	99	101	90	102	93	89	91	98
COc1ccc(-c2nc(Nc3ccc(-c4nc5ccccc5[nH]4)cc3)nc(N3CCOCC3)n2)cc1	-91*	-7.6*	-6.6*	-34*	-1.8*	11	7.9*	-27*
Cc1nonc1C	96	103	87	113	114	nt	100	95
COc1ccc(/C=C(\C#N)C(=O)Nc2cccc(Nc3nc(SC)nc(-c4cccc([N+](=O)[O-])c4)c3C#N)c2)cc1OC	95	91	111	105	88	103	88	91
CC(=O)CSc1nc(-c2cc3ccccc3o2)cc(-c2ccc(Cl)cc2)c1C#N	106	111	82	108	114	115	95	96
O=C1NC(=O)/C(=C\c2cn(-c3ccccc3)nc2-c2cccs2)S1	81	92	nt	98	80	83	80	91
O=C(NCCCCC(Cl)(Cl)C(=O)O)c1ccccc1	101	99	nt	118	103	103	105	100
C[C@@H](O)C[C@@H](C[C@H](C)c1ccc2ccccc2c1)c1ccccc1	106	92	101	107	84	89	87	93
NC(=O)c1c(NC(=O)COC(=O)c2ccccc2F)sc2c1CCC2	104	108	81	94	59	102	96	109

Going on with the list:
SMILES	SK-MEL-5	M14	HOP-92	SK-MEL-28	CCRF-CEM	A549/ATCC	EKVX	HOP-62
O=C(C1=Cc2cc3ccccc3n2Cc2cnnn21)c1ccc(Cl)cc1	100	108	100	108	105	98	111	97
COc1cc(OC)c(S(N)(=O)=O)cc1C(=O)/C=C/c1ccccc1	23	46	2.2*	58	15	57	77	25
Cn1cc(C(=O)c2nc(-c3c[nH]c4ccc(F)cc34)no2)c2cc(Br)ccc21	95	96	84	100	nt	102	90	92
COc1cc(/C=C/c2ccc3c(Br)cc(Br)c(O)c3n2)ccc1O	27	27	17	23	-24*	14	23	33
Cc1ccc(C(C)C)c2c1CC[C@](C)(O)[C@H]2O	100	104	97	122	97	85	99	94
Clc1ccc2c(c1)N(CCCN1CCCC1)c1ccccc1S2	-86*	-47*	-4.2*	42	36	59	52	56
Cc1cc(OCc2cccc(-c3ccc4c(c3)OCCO4)c2C)cc(OCc2cccc(C#N)c2)c1CN[C@H](CO)C(=O)O	100	93	103	103	107	99	107	106
CCC(C)(C)c1ccc(OCCCCN2CCN(c3ccncc3)CC2)cc1	-99*	-57*	3.8*	-6.0*	2.2*	47	28	37
CCCn1cc(/C=C/C(=O)c2cc3ccccc3oc2=O)c2ccccc21	87	99	101	108	77	98	75	96
C=CCn1c(SCC(=O)Nc2ccccc2)nnc1-c1ccc(OC)cc1	98	94	91	98	107	104	98	98
O=C(NS(=O)(=O)c1ccc(Cl)cc1)n1ccc2cccnc21	96	101	99	115	92	101	90	106
CN(C[C@H]1Cc2c(cccc2N2CCN(Cc3ccccn3)CC2)CN1)[C@H]1CCCc2cccnc21	56	62	73	88	41	40	55	39
c1ccc(-c2nc(N3CCNCC3)c3oc(-c4ccccc4)nc3n2)cc1	-93*	-60*	-53*	-95*	-31*	-45*	-68*	-68*
CCOC(=O)c1c2c(c(C)n1C)-c1nn(Cc3ccc(OC)cc3)cc1CC2	70	nt	-0.8*	119	83	92	80	132
O=c1n(Cc2ccc3ccccc3c2)c2ccccc2n1Cc1ccc2ccccc2c1	85	86	80	89	85	85	80	63
Nc1ccc(C(=O)O)c(O)c1	102	112	100	107	107	96	107	93
CS(=O)(=O)Nc1cccc(C(=O)NCc2ccc(N3CCOCC3)cc2)c1	99	99	nt	107	100	119	nt	107
Cc1[nH]c(C2CC(c3ccccc3)=NN2c2ccccc2)c(C)c1C(=O)NCC(F)(F)F (stereo unspecified)	96	103	104	106	98	98	87	109
Cc1ccc(C(=O)CSc2nc3ccccc3c(=O)n2CCc2ccc(S(N)(=O)=O)cc2)cc1	104	110	109	105	105	98	99	97
COc1ccc2cc(-c3nc4ccccc4o3)c(Cl)nc2c1OC	100	116	80	113	98	106	101	94
CCc1ccccc1NC(=O)c1sc2nc3c(cc2c1N)CCCC3	35	24	37	nt	18	37	73	36
CCCCCCCCn1ccc2cc(NC(=O)Cn3cc(CN4CCC(C)CC4)nn3)ccc21	-23*	-65*	22	-87*	-12*	21	79	72
Clc1ccc(-c2nnc(-c3ccco3)o2)cc1	108	101	73	125	87	97	100	81
CC(=O)C(N=Nc1ccc(Cl)cc1[N+](=O)[O-])C(=O)Nc1ccccc1Cl (stereo unspecified)	108	92	nt	118	113	95	75	85
Cn1cc(-c2csc(-c3ccc(Cl)cc3)n2)c2ccccc21	107	nt	131	109	100	107	95	122
Cc1nc2cc(Nc3nc(Nc4ccc(F)cc4)nc(N4CCCC4)n3)ccc2n1Cc1ccccc1	-53*	-48*	-12*	-11*	-30*	-0.7*	nt	-22*
CC1(C)C=C2[C@H]3CC[C@@H]4[C@@]5(C)CCC(=O)C(C)(C)[C@@H]5CC[C@@]4(C)[C@]3(C)CC[C@@]2(C=O)CC1	98	102	101	111	96	105	94	99
COc1ccccc1C1C(C#N)=C(N)N(c2ccc(F)cc2F)C2=C1C(=O)CC(C)(C)C2 (stereo unspecified)	nt	nt	124	111	97	88	95	94
CCc1ccc(-c2cc(-c3cccc(Cl)c3)n(-c3ccc(S(N)(=O)=O)cc3)n2)cc1	94	106	108	103	86	73	102	116
O=C/C(Br)=C\c1ccccc1	115	105	107	110	106	103	104	110
CN1C(=O)CNC(=O)[C@H](CO)NC(=O)[C@H](Cc2ccccc2)NC(=O)[C@H](CCCN=C(N)N)NC(=O)[C@@H]1Cc1ccc(O)cc1	101	96	98	105	109	94	98	97
Cc1ncc(C(=O)Nc2ccc(CN3CCN(C)CC3)c(C(F)(F)F)c2)cc1C#Cc1cnc(N)c2ccc(C#N)cc12	-80*	-41*	-20*	-56*	3.7*	23	50	-7.9*
CCOC(=O)c1cc(-c2ccc(F)cc2)n(-c2ccc(C(=O)O)c(O)c2)c1C	62	85	90	101	80	67	67	80
C=C(C)CN(CC(=C)C)C(=N)OCC1CCCO1 (stereo unspecified)	110	105	98	114	94	100	116	100
COc1ccc2nccc(C(N)=O)c2c1	113	104	nt	102	122	99	102	97
COC(=O)[C@]12CC[C@@H](C)[C@H](C)[C@@H]1C1=CC[C@@H]3[C@@]4(C)C[C@@H](OC(=O)c5ccco5)[C@H](O)[C@@](C)(CO)[C@@H]4[C@H](O)C[C@@]3(C)[C@]1(C)CC2	-100*	-60*	nt	-85*	-87*	-93*	-92*	-88*
CCn1c(=O)sc2cc3ccccc3nc21	100	112	nt	99	107	97	96	105
C[C@@H]1O[C@H](/C=C\c2ccc(Br)cc2)[C@@H](O)[C@H]1O	103	99	94	110	99	100	99	105
O=S(=O)(c1ccccc1)n1cc(-c2csc(-c3ccc4ccccc4c3)n2)c2cc(F)ccc21	103	100	nt	109	nt	76	86	nt
Nc1[nH]nc2nc3ccccc3cc12	99	nt	87	106	105	98	nt	96

Ordered by number of heavy atoms (low to high): some entries from above.
SMILES	SK-MEL-5	M14	HOP-92	SK-MEL-28	CCRF-CEM	A549/ATCC	EKVX	HOP-62
O=C/C(Br)=C\c1ccccc1	115	105	107	110	106	103	104	110
Nc1[nH]nc2nc3ccccc3cc12	99	nt	87	106	105	98	nt	96
COc1ccc2nccc(C(N)=O)c2c1	113	104	nt	102	122	99	102	97
CCn1c(=O)sc2cc3ccccc3nc21	100	112	nt	99	107	97	96	105
C[C@@H]1O[C@H](/C=C\c2ccc(Br)cc2)[C@@H](O)[C@H]1O	103	99	94	110	99	100	99	105
C=C(C)CN(CC(=C)C)C(=N)OCC1CCCO1 (stereo unspecified)	110	105	98	114	94	100	116	100
CCOC(=O)c1cc(-c2ccc(F)cc2)n(-c2ccc(C(=O)O)c(O)c2)c1C	62	85	90	101	80	67	67	80
CC1(C)C=C2[C@H]3CC[C@@H]4[C@@]5(C)CCC(=O)C(C)(C)[C@@H]5CC[C@@]4(C)[C@]3(C)CC[C@@]2(C=O)CC1	98	102	101	111	96	105	94	99
O=S(=O)(c1ccccc1)n1cc(-c2csc(-c3ccc4ccccc4c3)n2)c2cc(F)ccc21	103	100	nt	109	nt	76	86	nt
COC(=O)[C@]12CC[C@@H](C)[C@H](C)[C@@H]1C1=CC[C@@H]3[C@@]4(C)C[C@@H](OC(=O)c5ccco5)[C@H](O)[C@@](C)(CO)[C@@H]4[C@H](O)C[C@@]3(C)[C@]1(C)CC2	-100*	-60*	nt	-85*	-87*	-93*	-92*	-88*
CN1C(=O)CNC(=O)[C@H](CO)NC(=O)[C@H](Cc2ccccc2)NC(=O)[C@H](CCCN=C(N)N)NC(=O)[C@@H]1Cc1ccc(O)cc1	101	96	98	105	109	94	98	97
